Compound activity deposited in PubChem by several laboratories.
Rin1 Abl inh: human Rin1-Abl interaction inhibition | P00519+Q13671 | TR-FRET Rin1/Abl binding, biochemical | inhibition, % at 7.35 µM | 360,000 compounds, 0.4% hits; in the data active = inhibition above about 5%, passing the limit was not always enough
NRP1-CendR mod: NRP-1/CendR interaction modulation; O14786; FAM-RPARPAR peptide binding to NRP-1, fluorescence polarization; inhibition, % at 25 µM; 360,000 compounds, 0.85% hits;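 active = inhibition or corrected inhibition above about 18%, plus a signal ratio from 0.5 to 1.5, limit read from the data, passing the limit was not always enough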; note: strong numbers were not always called active
eLon inh: inhibitors of E. coli Lon protease; P0A9M0; purified E. coli Lon protease, fluorescence polarization; inhibition, % at 7.94 µM; 360,000 compounds, 0.42% hits; in the data active = inhibition above about 13%, passing the limit was not always enough;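 note: 0% = enzyme with probe and DMSO and 100% = no enzyme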
MsrA act: activates bovine MsrA enzyme | AID 602163 | activation, % at 10.6 µM | purified bovine MsrA, absorbance read-out | 360,000 compounds, 0.3% hits; in the data active = activation above about 7.5%;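 note: 0% = vehicle and 100% = reference activator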
SKN-1 inh: C. elegans SKN-1 inhibition. C. elegans VP596 Pgst-4::GFP/RFP ratio, acrylamide-induced, 24 h. inhibition, % at 21.8 µM. 360,000 compounds, 0.49% hits. AID 624304;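 active = interference check ratio from 0.5 to 1.5 plus GFP to RFP signal ratio inhibition reaching or exceeding a fixed threshold, cut at about 30% in these data, passing the limit was not always enough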; note: some compounds called inactive have numbers as strong as hits
MT1-MMP act inh: blocks activation of human MT1-MMP. P50281. HT1080 RFP-PRO-GFP cells, GFP/RFP ratio fluorescence, overnight; percent of plate control window, DMSO zero. GFP/RFP ratio change, % at 20 µM. 360,000 compounds, 0.061% hits;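 active = GFP/RFP ratio change of at least 30% with cell ATP level not reduced by more than half and red fluorescence within 50% of control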; note: strong numbers were not always called active
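Assay system: HT1080 RFP-PRO-GFP cells | Dosing: 20 µM single dose, 1% DMSO | Incubation: Cells overnight before dosing, compound overnight, 37 °C, 5% CO2 | Evaluation: GFP/RFP fluorescence ratio | Control set: DMSO-only wells and HT1080 RFP-L50D-GFP cell wells as references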
FAS TE block: inhibitors of human fatty acid synthase thioesterase domain; inhibition, % at 15 µM; recombinant FAS-TE, OMFH fluorogenic substrate, fluorescence endpoint; P49327; 360,000 compounds, 0.67% hits;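 active = compounds whose normalised, plate-corrected inhibition of enzyme fluorescence in the single-dose primary screen is 50% or more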;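 note: 0% = DMSO with enzyme and 100% = substrate without enzyme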
Target sequence (P49327 whole entry, looked up, the tested form may be a part): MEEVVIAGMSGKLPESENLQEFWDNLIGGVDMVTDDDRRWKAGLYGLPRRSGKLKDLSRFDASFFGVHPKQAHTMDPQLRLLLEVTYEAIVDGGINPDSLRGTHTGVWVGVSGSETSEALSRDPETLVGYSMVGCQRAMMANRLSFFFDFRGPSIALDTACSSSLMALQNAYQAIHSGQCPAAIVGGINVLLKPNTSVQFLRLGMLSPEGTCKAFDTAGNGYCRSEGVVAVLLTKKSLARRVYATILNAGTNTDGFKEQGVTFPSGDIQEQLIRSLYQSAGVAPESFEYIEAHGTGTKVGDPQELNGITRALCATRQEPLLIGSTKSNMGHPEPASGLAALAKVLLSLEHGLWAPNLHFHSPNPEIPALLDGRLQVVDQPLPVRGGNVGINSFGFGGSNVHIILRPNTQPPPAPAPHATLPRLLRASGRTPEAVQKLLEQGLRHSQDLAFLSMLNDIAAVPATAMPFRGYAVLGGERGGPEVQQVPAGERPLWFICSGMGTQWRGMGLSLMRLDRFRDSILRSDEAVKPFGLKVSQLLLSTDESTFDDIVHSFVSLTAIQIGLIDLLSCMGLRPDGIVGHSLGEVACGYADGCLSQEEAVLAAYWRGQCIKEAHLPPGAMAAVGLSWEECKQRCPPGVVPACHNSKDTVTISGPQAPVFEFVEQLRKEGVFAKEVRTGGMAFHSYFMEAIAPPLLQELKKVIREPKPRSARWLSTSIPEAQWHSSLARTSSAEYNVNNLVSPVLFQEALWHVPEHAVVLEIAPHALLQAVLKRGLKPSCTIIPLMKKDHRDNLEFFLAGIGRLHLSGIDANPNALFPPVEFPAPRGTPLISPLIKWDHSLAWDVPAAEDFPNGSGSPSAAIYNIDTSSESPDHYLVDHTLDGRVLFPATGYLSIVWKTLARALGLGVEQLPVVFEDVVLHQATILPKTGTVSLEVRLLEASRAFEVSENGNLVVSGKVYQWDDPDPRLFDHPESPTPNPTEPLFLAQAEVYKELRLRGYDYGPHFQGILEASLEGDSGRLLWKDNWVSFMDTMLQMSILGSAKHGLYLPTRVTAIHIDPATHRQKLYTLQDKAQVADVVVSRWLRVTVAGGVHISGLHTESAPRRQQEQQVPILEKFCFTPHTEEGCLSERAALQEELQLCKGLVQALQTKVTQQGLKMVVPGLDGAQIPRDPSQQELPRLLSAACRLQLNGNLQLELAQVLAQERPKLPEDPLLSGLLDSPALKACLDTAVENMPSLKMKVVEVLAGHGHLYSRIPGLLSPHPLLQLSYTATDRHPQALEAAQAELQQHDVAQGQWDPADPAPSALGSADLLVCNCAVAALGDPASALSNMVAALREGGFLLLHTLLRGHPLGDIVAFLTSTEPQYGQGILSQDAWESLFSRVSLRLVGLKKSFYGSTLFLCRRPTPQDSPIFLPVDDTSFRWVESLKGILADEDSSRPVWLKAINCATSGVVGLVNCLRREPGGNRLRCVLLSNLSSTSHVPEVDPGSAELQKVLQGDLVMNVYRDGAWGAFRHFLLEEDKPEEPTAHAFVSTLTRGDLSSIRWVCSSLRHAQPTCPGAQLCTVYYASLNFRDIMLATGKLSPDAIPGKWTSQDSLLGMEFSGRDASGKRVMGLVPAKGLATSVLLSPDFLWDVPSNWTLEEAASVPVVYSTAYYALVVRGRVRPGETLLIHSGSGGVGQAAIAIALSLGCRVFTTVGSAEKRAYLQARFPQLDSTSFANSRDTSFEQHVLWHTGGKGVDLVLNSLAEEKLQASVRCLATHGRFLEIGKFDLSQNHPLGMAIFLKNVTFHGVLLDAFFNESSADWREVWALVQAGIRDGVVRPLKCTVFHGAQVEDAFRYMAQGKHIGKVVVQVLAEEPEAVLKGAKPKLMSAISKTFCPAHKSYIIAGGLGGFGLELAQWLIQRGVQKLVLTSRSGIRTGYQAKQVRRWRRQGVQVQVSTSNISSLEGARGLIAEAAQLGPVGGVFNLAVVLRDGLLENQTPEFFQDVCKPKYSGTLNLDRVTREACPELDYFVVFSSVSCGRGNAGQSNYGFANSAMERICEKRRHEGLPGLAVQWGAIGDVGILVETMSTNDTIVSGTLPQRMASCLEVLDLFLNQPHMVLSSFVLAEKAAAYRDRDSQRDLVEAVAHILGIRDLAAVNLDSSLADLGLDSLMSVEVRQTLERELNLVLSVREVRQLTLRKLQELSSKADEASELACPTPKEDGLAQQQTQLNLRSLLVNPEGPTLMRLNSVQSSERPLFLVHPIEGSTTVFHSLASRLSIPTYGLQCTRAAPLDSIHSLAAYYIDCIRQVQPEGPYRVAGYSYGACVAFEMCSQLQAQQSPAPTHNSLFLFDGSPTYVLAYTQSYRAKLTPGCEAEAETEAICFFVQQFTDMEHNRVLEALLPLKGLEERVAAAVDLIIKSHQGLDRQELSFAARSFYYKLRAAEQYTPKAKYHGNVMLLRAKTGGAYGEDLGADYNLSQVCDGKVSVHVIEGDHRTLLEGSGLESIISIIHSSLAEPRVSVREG
Neddyl block: cullin neddylation inhibition; 360,000 compounds, 0.58% hits; TR-FRET cullin neddylation, biochemical; calls only at 25 µM; in the data active = inhibition above about 36%
PABP1 MLLE inh: inhibitors of microRNA-mediated deadenylation, human PABP1 MLLE binding; inhibition, % at 20 µM; 360,000 compounds, 0.36% hits; GST-MLLE / FITC-PAM2 fluorescence polarization; in the data active = inhibition above about 35%, passing the limit was not always enough;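 note: plate controls were DMSO wells with GST-MLLE for no effect and wells lacking GST-MLLE protein for full effect; some results filed as inactive read as strong as hits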
* = called active by the depositor; i = inactive.

| Molecule | Rin1 Abl inh | NRP1-CendR mod | eLon inh | MsrA act | SKN-1 inh | MT1-MMP act inh | FAS TE block | Neddyl block | PABP1 MLLE inh |
| --- | --- | --- | --- | --- | --- | --- | --- | --- | --- |
| Cc1ccc2ncccc2c1 | 4 | -11 | -9 | -2 | -1 | 1 | 0 | i | 2 |
| CCc1cccc(NC(=O)C2CCCN(S(=O)(=O)c3c(C)[nH]c(=O)[nH]c3=O)C2)c1 (stereo not drawn) | 3 | 7 | -7 | -2 | -26 | 1 | -10 | i | 5 |
| CC(=O)Nc1cccc(NC(=O)C2CC(=O)N(c3ccc(C)cc3)C2)c1 (stereo not drawn) | -6 | 4 | -4 | -1 | 1 | 8 | -1 | i | 0 |
| O=C(CN1CCOCC1)NNC(=O)c1ccc(Cl)cc1 | 1 | -6 | -7 | -1 | 0 | -2 | -8 | i | 5 |
| CCOc1ccc(NC(=O)CCc2ccc(C)o2)cc1 | 4 | -10 | -2 | -5 | -13 | 3 | 2 | i | 15 |
| Cc1cnc(NC(=O)CSCc2c(C)noc2C)s1 | 0 | 13 | -1 | -3 | 17 | 3 | -2 | i | 0 |
| CNC(=S)N1N=C(c2ccc(OC)cc2)CC1c1ccc(N(C)C)cc1 (stereo not drawn) | -1 | 0 | 3 | -2 | -1 | 1 | 17 | i | -64 |
| S=C(Nc1ccc(Cl)c(Cl)c1)NC1CCN(Cc2ccccc2)CC1 | 3 | 9 | 2 | 1 | 11 | 4 | 23 | i | 13 |
| O=C(C1=C(O)C(=O)N(CC2CCCO2)C1c1ccc(Cl)cc1)c1ccco1 (stereo not drawn) | -4 | -5 | -6 | -2 | 11 | -3 | 0 | i | -1 |
| C=CCc1cccc(C=Nc2ccc(Br)cc2)c1O | -3 | -10 | -7 | -5 | 5 | 1 | -1 | i | -10 |
| CCN(CC)c1nc(N)n(CCSC(=S)N(C)C)c(=O)n1 | -1 | 8 | 4 | -3 | -19 | -1 | -6 | i | 7 |
| CCCc1cc(=O)oc2c(C)c(OCC(=O)NCCCN3CCOCC3)ccc12 | 0 | -4 | 18 | -1 | 2 | 0 | -6 | i | 6 |
| COc1ccc(-n2nc(C)c3c(=O)c4c([nH]c32)CCCC4)cc1 | 0 | 17 | -9 | -1 | 9 | 1 | 0 | i | 11 |
| O=C(CSC1=NCCS1)Nc1ccccc1F | 2 | 8 | -5 | 4 | -2 | 0 | -7 | i | 43* |
| CCC1CCCCN1CCCNC(=O)CN1C(=O)c2cccnc2Oc2ccc(Cl)cc21 (stereo not drawn) | 0 | -2 | -9 | -3 | 5 | -3 | -6 | i | 4 |
| CCOP(=O)(OCC)C(Nc1cccc(C(F)(F)F)c1)c1ccc(C)cc1 (stereo not drawn) | -2 | 2 | 1 | -1 | 13 | -16 | 17 | i | 4 |
| Cc1ccc(CONC(=O)c2ccc([N+](=O)[O-])cc2)cc1 | 1 | 2 | 4 | -8 | -13 | -2 | 48 | i | 3 |
| O=C(NCc1ccccc1C(F)(F)F)C1CCC(=O)N(C2CCCCCC2)C1 (stereo not drawn) | 3 | -2 | -4 | -3 | 11 | 1 | 2 | i | -1 |
| CCCN1C(=O)C(=O)N(CC(=O)c2cc(C)n(C3CC3)c2C)C1=O | 1 | -2 | 2 | 2 | 16 | 0 | -4 | i | 6 |
| CCOc1ccc(NC(=O)CN(C)c2nnnn2-c2ccccc2)cc1OCC | 1 | 7 | 2 | -1 | 6 | 3 | -10 | i | 9 |
| CCOc1ccccc1NC(=O)NC(C)c1ccc2c(c1)OCO2 (stereo not drawn) | -3 | 15 | -3 | -3 | 2 | 1 | 5 | i | -2 |
| O=C(O)C[C@H]1c2cc(C(F)(F)F)ccc2S(=O)(=O)N1C1CCCCC1 | 4 | 19 | 6 | -4 | 11 | 1 | -7 | i | -4 |
| COc1ccc(NC(=O)c2nc(S(=O)(=O)Cc3cccc(C)c3)ncc2Cl)c(OC)c1 | 0 | -5 | -2 | 6 | 7 | 0 | 2 | i | -34 |
| COc1ccc(-c2nc3cc(NC(=S)NC(=O)Cc4ccccc4)ccc3o2)cc1 | 4 | 9 | -3 | 0 | 5 | -1 | 13 | i | 11 |
| COc1ccc([N+](=O)[O-])cc1NC(=O)C(C)N(C)Cc1cccc(OC)c1OC (stereo not drawn) | -3 | -6 | 1 | -3 | 6 | -5 | 25 | i | 17 |
| CC(C)Oc1ccc(S(=O)(=O)N2CCCCC2)cc1NC(=O)CN1C(=O)NC(C)(C2CC2)C1=O (stereo not drawn) | 3 | 2 | -1 | -3 | 8 | 10 | 0 | i | 1 |
| CS(=O)(=O)c1ccc2nc(NC(=O)c3cc(-c4ccccc4)nn3-c3ccccc3)sc2c1 | -4 | 9 | -2 | -9 | 22 | -3 | 86* | i | 2 |
| CCCCn1cnc2c1c(=O)n(C)c(=O)n2C | -7 | -9 | -6 | -3 | -8 | -5 | -4 | i | -6 |
| Cc1cc(C)cc(NC(=S)N(Cc2cccc(Br)c2)CC2CCC(C(=O)O)CC2)c1 (stereo not drawn) | 0 | 12 | -3 | -4 | 5 | -3 | -3 | i | -30 |
| COc1ccccc1N(CC(=O)NCCC1=CCCCC1)S(=O)(=O)c1ccccc1 | 1 | -9 | -5 | -3 | 8 | 2 | 10 | i | 2 |
| Cn1cc(Br)c(C(=O)N/N=C/c2cc3ccccc3nc2Cl)n1 | -3 | 1 | -5 | -3 | 19 | 1 | 1 | i | 5 |
| COc1ccc(/C=N/NC(=O)Cn2cnc3c2c(=O)n(C)c(=O)n3C)c(OC)c1OC | 0 | 18 | -4 | -2 | -16 | -1 | 2 | i | 8 |
| N#Cc1ccc(NC(=O)COc2ccc(-n3cnnn3)cc2)cc1 | 1 | -5 | -15 | -2 | 9 | -1 | -3 | i | -15 |
| CCOc1ccccc1NC(=O)COC(=O)CSc1ccc(Cl)cc1 | 2 | -1 | -1 | -3 | -1 | 4 | -7 | i | 19 |
| CC(=O)Nc1nn(C)c2nc3cc(C)ccc3cc12 | -4 | -4 | -2 | -4 | -15 | 4 | -4 | i | -4 |
| COc1ccccc1/C=C/CN1CCC(n2nccc2NC(=O)C2CC2)CC1 | 0 | 5 | -5 | -6 | -9 | 1 | -5 | i | 14 |
| Cc1ccc(NC(=O)C(=O)NCCCN2CCCC2=O)c(C)c1 | 2 | -2 | -6 | -2 | 3 | 3 | 0 | i | 7 |
| N#C/C=C(/c1ccc(F)cc1)N1CCOCC1 | 2 | 11 | 0 | -5 | -1 | 1 | 0 | i | -4 |
| COC(=O)c1sccc1NC(=O)Cn1nnc(-c2ccccc2C)n1 | 2 | 12 | 3 | -12 | -22 | -2 | 20 | i | -8 |
| CCOc1ccc(NC(=O)Cc2ccccc2)cc1 | -2 | -17 | -1 | -5 | 6 | 5 | -2 | i | 5 |
| CC(=O)Nc1c(Cl)cc([N+](=O)[O-])c2ccccc12 | 2 | -10 | -1 | -4 | 4 | 3 | -2 | i | 3 |
| Cc1noc(C)c1COc1cccc(C(=O)Nc2ccc3c(c2)OCO3)c1 | 1 | 3 | 3 | 0 | 3 | 2 | 6 | i | -9 |
| O=C(CC1C(=O)NCCN1Cc1ccccc1C(F)(F)F)NCCN1CCCCC1=O (stereo not drawn) | 2 | 13 | 9 | -2 | 18 | 1 | -6 | i | 10 |
| O=C1c2ccccc2C(=O)C12Cc1ccccc1N1CCN(c3ccccc3)CC12 (stereo not drawn) | -6 | 3 | 2 | -11 | -7 | -6 | 18 | i | 7 |
| O=C(CCCN1C(=O)c2ccccc2C1=O)Nc1ccccc1C(=O)N1CCOCC1 | 1 | -6 | -1 | -2 | 20 | -2 | -6 | i | -2 |
| Cc1ccc(C(=O)N[C@@H](C)CN2C3=NC[C@H](C(C)C)N3C[C@H]2Cc2ccc(O)cc2)cc1Br | 1 | 1 | 15 | -2 | -12 | 9 | -12 | i | 2 |
| CS(=O)(=O)N(CC(=O)NCc1ccncc1)C1CCCCC1 | 5 | 2 | -2 | -7 | 4 | -1 | -8 | i | 14 |
| Cc1cnc(NC(=O)CCNC(=O)c2ccc([N+](=O)[O-])cc2)s1 | -2 | -1 | 1 | -4 | -9 | -7 | 19 | i | -32 |
| Cc1ccc(OC(C)C(=O)Nc2ccc(S(=O)(=O)Nc3nccs3)cc2)cc1 (stereo not drawn) | 1 | -6 | -12 | -3 | -10 | 6 | -5 | i | 14 |
| Nc1ncnc2c1ncn2[C@@H]1O[C@H](CNC(=O)[C@@H]2CCN2)[C@@H](O)[C@H]1O | -3 | -22 | 4 | -1 | -13 | 1 | -7 | i | 0 |

Pulled by structure from the list above, two records:
| Molecule | Rin1 Abl inh | NRP1-CendR mod | eLon inh | MsrA act | SKN-1 inh | MT1-MMP act inh | FAS TE block | Neddyl block | PABP1 MLLE inh |
| --- | --- | --- | --- | --- | --- | --- | --- | --- | --- |
| CC(=O)Nc1nn(C)c2nc3cc(C)ccc3cc12 | -4 | -4 | -2 | -4 | -15 | 4 | -4 | i | -4 |
| O=C(CCCN1C(=O)c2ccccc2C1=O)Nc1ccccc1C(=O)N1CCOCC1 | 1 | -6 | -1 | -2 | 20 | -2 | -6 | i | -2 |

Later entries
| smiles | Rin1 Abl inh | NRP1-CendR mod | eLon inh | MsrA act | SKN-1 inh | MT1-MMP act inh | FAS TE block | Neddyl block | PABP1 MLLE inh |
| --- | --- | --- | --- | --- | --- | --- | --- | --- | --- |
| CSc1nsc2nc(=O)c(/C=C3\C(C)=Nc4ccc(C)cc43)c(N)n12 | 3 | -18 | -72 | -3 | 11 | -9 | 3 | i | -20 |
| CCO/C=C/C(O)(CNC(=O)c1ccc(C(C)(C)C)cc1)C(F)(F)F (stereo not drawn) | 0 | 11 | -5 | -1 | 9 | -2 | 2 | i | -11 |
| COCc1ccc(C(=O)N2CCCC(N(C)Cc3ccccc3)C2)s1 (stereo not drawn) | -1 | 22 | -1 | -5 | -8 | 1 | -5 | i | 12 |
| COc1cc2c(cc1OC)CN(C(=O)COc1ccccc1C#N)CC2 | 0 | 3 | -1 | 0 | 15 | -1 | 4 | i | 7 |
| Cc1cc(NC(=O)c2cc(-c3ccccn3)nc3ccc(Br)cc23)no1 | -7 | -9 | -11 | -9 | 11 | -4 | -4 | i | -2 |
| O=C(CN1CCN(CC(=O)Nc2ccccn2)CC1)Nc1ccccn1 | 3 | -14 | -5 | 6 | -12 | 4 | -6 | i | -7 |
| COC(=O)c1ccccc1NC(=O)c1ccc(COc2cc(C)cc(C)c2)o1 | 4 | -16 | 3 | 0 | 7 | 1 | 21 | i | -4 |
| NC(=O)c1cccc(-c2coc3c(C(=O)NC4CCCCC4)cccc23)c1 | 1 | -8 | -10 | -3 | 7 | 2 | -2 | i | 0 |
| COc1cccc(CC2(CO)CCCN(S(=O)(=O)N(C)C)C2)c1 (stereo not drawn) | 1 | 7 | -9 | -2 | -5 | 2 | -6 | i | -4 |
| O=C(C1CCCN(S(=O)(=O)c2ccccc2)C1)N1CCN(c2ccccc2)CC1 (stereo not drawn) | 1 | 12 | -11 | -9 | -2 | 11 | -1 | i | -1 |

Record cards (already shown). Order of values: Rin1 Abl inh	NRP1-CendR mod	eLon inh	MsrA act	SKN-1 inh	MT1-MMP act inh	FAS TE block	Neddyl block	PABP1 MLLE inh
Listed for O=C(C1CCCN(S(=O)(=O)c2ccccc2)C1)N1CCN(c2ccccc2)CC1 (stereo not drawn) → 1	12	-11	-9	-2	11	-1	i	-1
Listed for Cc1cc(NC(=O)c2cc(-c3ccccn3)nc3ccc(Br)cc23)no1 → -7	-9	-11	-9	11	-4	-4	i	-2
Listed for COc1cccc(CC2(CO)CCCN(S(=O)(=O)N(C)C)C2)c1 (stereo not drawn) → 1	7	-9	-2	-5	2	-6	i	-4
Listed for CSc1nsc2nc(=O)c(/C=C3\C(C)=Nc4ccc(C)cc43)c(N)n12 → 3	-18	-72	-3	11	-9	3	i	-20
Listed for O=C(CN1CCN(CC(=O)Nc2ccccn2)CC1)Nc1ccccn1 → 3	-14	-5	6	-12	4	-6	i	-7
